From PubChem BioAssay
Jurkat NFkB inh: lowers PMA/ionomycin-induced NF-kB signal in Jurkat cells; inhibition, % at 4 µM; actives 0.53% (n = 330,000); PMA/ionomycin-induced NF-kB luciferase reporter, luminescence; AID 435003; in the data active = inhibition above about 50%
CXCR6 block: CXCR6 (human) receptor inhibition | AID 602244 | O00574 | actives 0.36% (n = 360,000) | CHO-K1 PathHunter CXCR6 beta-arrestin, luminescence | inhibition, % at 20 µM; in the data active = inhibition above about 34%, passing the limit was not always enough;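 note: antagonist mode with CXCL16 agonist at 10 nM final; 0% = 10 nM CXCL16 with DMSO and 100% = unstimulated wells without agonist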
697 NFkB inh: inhibitors of the PMA/ionomycin-induced NF-kB reporter in 697 B cells. inhibition, % at 4 µM. AID 435022. 697 B-cell NF-kB luciferase reporter, 16 h. actives 0.33% (n = 330,000); in the data active = inhibition above about 35%
XBP1 UPR activ: activators of adaptive arm of unfolded protein response (XBP1); activation, % at 20 µM; actives 0.33% (n = 330,000); AID 463104; CHO-XBP1 luciferase reporter, IRE1-XBP1 UPR activation, luminescence; percent of tunicamycin response, DMSO as zero;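 active = versus positive control, 20 µM dose yields 30% or more activation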;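 note: 100% = tunicamycin at 10 µg/mL and 0% = DMSO only wells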
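incubation = overnight seeding at 37 °C, 6 h compound treatment at 37 °C | assay system = CHO-XBP1 cells stably carrying IRE1-XBP1-driven luciferase reporter | input = 1000 cells per well | detection = luciferase luminescence | dosing = single point, 20 µM final compound, 1% DMSO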
Mdm2 MdmX PPI: inhibitors of human Mdm2/MdmX interaction | SaOS-2 split-luciferase Mdm2/MdmX complementation, luminescence | inhibition, % at 8 µM | O15151+Q00987 | actives 3% (n = 330,000);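 active = inhibition of at least 50% at 8 µM in the primary screen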
Target sequence (O15151 whole entry, looked up): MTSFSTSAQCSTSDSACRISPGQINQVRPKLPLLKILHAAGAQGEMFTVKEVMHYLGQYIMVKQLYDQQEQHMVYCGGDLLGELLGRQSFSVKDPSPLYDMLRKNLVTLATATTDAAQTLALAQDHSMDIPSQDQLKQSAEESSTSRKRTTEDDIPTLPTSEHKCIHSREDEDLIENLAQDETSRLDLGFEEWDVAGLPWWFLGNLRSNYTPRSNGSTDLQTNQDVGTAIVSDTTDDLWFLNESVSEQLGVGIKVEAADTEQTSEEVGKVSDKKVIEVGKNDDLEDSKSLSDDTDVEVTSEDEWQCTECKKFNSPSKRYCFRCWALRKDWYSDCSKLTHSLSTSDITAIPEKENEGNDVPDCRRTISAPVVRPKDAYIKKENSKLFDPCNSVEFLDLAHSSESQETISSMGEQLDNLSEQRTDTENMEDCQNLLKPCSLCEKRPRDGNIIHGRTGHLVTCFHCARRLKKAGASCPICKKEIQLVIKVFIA
Target sequence (Q00987 whole entry, looked up): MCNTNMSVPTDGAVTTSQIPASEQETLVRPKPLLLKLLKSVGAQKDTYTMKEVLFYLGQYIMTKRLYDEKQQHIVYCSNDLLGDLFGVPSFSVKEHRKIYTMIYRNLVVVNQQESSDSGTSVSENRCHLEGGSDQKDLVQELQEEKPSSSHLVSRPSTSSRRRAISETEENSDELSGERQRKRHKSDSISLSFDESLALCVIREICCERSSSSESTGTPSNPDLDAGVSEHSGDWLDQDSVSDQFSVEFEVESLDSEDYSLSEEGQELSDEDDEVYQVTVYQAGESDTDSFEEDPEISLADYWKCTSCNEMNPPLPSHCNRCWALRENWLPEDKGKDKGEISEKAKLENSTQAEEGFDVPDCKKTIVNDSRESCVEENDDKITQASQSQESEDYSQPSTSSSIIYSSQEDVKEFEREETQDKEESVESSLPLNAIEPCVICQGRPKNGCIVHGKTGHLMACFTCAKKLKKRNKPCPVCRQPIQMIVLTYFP
Gli-Sufu antag: blocks Gli-Sufu signaling in a luciferase reporter; actives 0.74% (n = 340,000); inhibition, % at 5 µM; Sufu-KO-LIGHT fibroblasts, Gli luciferase reporter luminescence;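 active = inhibition above about 55%, limit read from the data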;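 note: 0% = DMSO-treated cells and 100% = wells with medium but no cells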
EBI2 block: antagonists of human EBI2 receptor; P32249; EBI2 beta-arrestin recruitment, luminescence, 7a,25-OHC stimulated; actives 0.81% (n = 360,000); inhibition, % at 5 µM; in the data active = inhibition above about 38%;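 note: enzyme fragment complementation signal reports receptor beta-arrestin coupling in cells; 0% = agonist plus DMSO wells and 100% = wells without agonist; some results beyond the cut were filed as inactive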
CCR6 antag: antagonists of human CCR6 receptor; CHO-K1 CCR6 PathHunter beta-arrestin, luminescence, CCL20-stimulated; actives 0.49% (n = 340,000); inhibition, % at 20 µM; P51684;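 active = compounds whose inhibition of the agonist-driven luminescence signal at 20 µM reaches about 50%, limit read from the data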;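 note: cells stimulated with CCL20 at 14 nM final; plate controls were DMSO with CCL20 for no effect and DMSO without agonist for full effect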
CHOP UPR activ: apoptotic UPR (CHOP) activation; actives 0.34% (n = 330,000); AID 449763; activation, % at 10 µM; CHO-CHOP luciferase reporter, luminescence; percent of tunicamycin response over DMSO baseline;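 active = at 10 µM dose, activation of 40% or more, normalized to positive control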;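 note: 100% = tunicamycin at 10 µg/mL and 0% = DMSO alone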
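Evaluation: % reporter activation, DMSO baseline versus tunicamycin full activation; System: CHO-CHOP luciferase reporter cell line; Input: 500 cells/well; Incubation: 6 h compound treatment, 37 °C; Measured by: Steady-Glo luciferase luminescence; Dosing: one dose, 10 µM in 0.5% DMSO; Buffer or medium: F12 medium, 10% FBS; Benchmarks: positive tunicamycin 10 µg/mL, negative DMSO alone.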
Active calls of the source: *.

Results for Cc1cc(=O)oc2cc(OCC(=O)N(C)C3CCS(=O)(=O)C3)c(Cl)cc12 (stereo not drawn) ?
Jurkat NFkB inh: 10; CXCR6 block: -4; 697 NFkB inh: 9; XBP1 UPR activ: -6; Mdm2 MdmX PPI: 27; Gli-Sufu antag: -2; EBI2 block: 3; CCR6 antag: 1; CHOP UPR activ: 1.2

What do the screens show for `O=S(=O)(NC1CCCCC1N1CCN(c2ccc(F)cc2)CC1)c1ccc(Cl)cc1` (stereo not drawn)?
Jurkat NFkB inh: 6; CXCR6 block: 7; 697 NFkB inh: -20; XBP1 UPR activ: -3; Mdm2 MdmX PPI: 28; Gli-Sufu antag: 29; EBI2 block: -18; CCR6 antag: 18; CHOP UPR activ: 1.1

Results for COc1cccc(Nc2nc(-c3ccc4c(c3)OCCO4)cs2)c1 ?
Jurkat NFkB inh: -24; CXCR6 block: -4; 697 NFkB inh: -174; XBP1 UPR activ: -2; Mdm2 MdmX PPI: -56; Gli-Sufu antag: -80; EBI2 block: 6; CCR6 antag: -4; CHOP UPR activ: 8.8

How did O=C(COC(=O)CCc1nc2ccccc2c(=O)[nH]1)NCc1ccc(F)cc1 do in these assays?
Jurkat NFkB inh: -15; CXCR6 block: 2; 697 NFkB inh: -2; XBP1 UPR activ: -2; Mdm2 MdmX PPI: -9; Gli-Sufu antag: 1; EBI2 block: -6; CCR6 antag: 8; CHOP UPR activ: -0.3

What do the screens show for `COC(=O)c1cc(=O)n(Cc2ccc(F)cc2)c(=Nc2ccccc2)s1`?
Jurkat NFkB inh: 12; CXCR6 block: 15; 697 NFkB inh: 10; XBP1 UPR activ: 2; Mdm2 MdmX PPI: 47; Gli-Sufu antag: 9; EBI2 block: 60*; CCR6 antag: 26; CHOP UPR activ: 3.8

Results for NS(=O)(=O)c1ccc(N/N=C/c2ccc(O)c(O)c2O)c([N+](=O)[O-])c1 ?
CXCR6 block: 10; Gli-Sufu antag: 2; EBI2 block: -7; CCR6 antag: 33

What do the screens show for `Cc1cc(NC(=O)CSc2nnc(-c3ccccc3Cl)o2)no1`?
Jurkat NFkB inh: 18; CXCR6 block: 1; 697 NFkB inh: 7; XBP1 UPR activ: -2; Mdm2 MdmX PPI: 7; Gli-Sufu antag: -12; EBI2 block: 3; CCR6 antag: 5; CHOP UPR activ: -2.1

How did O=C(O)CCN1C(=O)/C(=C/c2ccc(-c3nc4ccccc4s3)o2)SC1=S do in these assays?
Jurkat NFkB inh: -19; CXCR6 block: 32; 697 NFkB inh: -32; XBP1 UPR activ: 0; Mdm2 MdmX PPI: -7; Gli-Sufu antag: 15; EBI2 block: -1; CCR6 antag: 22; CHOP UPR activ: 5.2

Results for Oc1ccc(Cl)cc1-c1cc(-c2cccc(Br)c2)n[nH]1 ?
Jurkat NFkB inh: 9; CXCR6 block: -11; 697 NFkB inh: -17; XBP1 UPR activ: 6; Mdm2 MdmX PPI: 62*; Gli-Sufu antag: 16; EBI2 block: 30; CCR6 antag: -7; CHOP UPR activ: 2.4

How did O=C(CSc1nc2c(sc3ccccc32)c(=O)n1CCCN1CCOCC1)NCC1CCCO1 (stereo not drawn) do in these assays?
Jurkat NFkB inh: -7; CXCR6 block: 6; 697 NFkB inh: -10; XBP1 UPR activ: 0; Mdm2 MdmX PPI: -26; Gli-Sufu antag: 8; EBI2 block: 0; CCR6 antag: -12; CHOP UPR activ: -0.8

How did O=c1c2ccccc2nc2n1CCO2 do in these assays?
Jurkat NFkB inh: 0; CXCR6 block: 5; 697 NFkB inh: 2; XBP1 UPR activ: -2; Mdm2 MdmX PPI: -4; Gli-Sufu antag: -22; EBI2 block: -1; CCR6 antag: 3; CHOP UPR activ: -0.1

Results for O=C(CSc1nncn1-c1ccccc1)Nc1ccccc1 ?
Jurkat NFkB inh: 0; CXCR6 block: 12; 697 NFkB inh: -8; XBP1 UPR activ: -4; Mdm2 MdmX PPI: 10; Gli-Sufu antag: -14; EBI2 block: -8; CCR6 antag: -6; CHOP UPR activ: -0.5

How did COc1ccc(C2CC(C(F)(F)F)n3ncc(C(=O)Nc4cccc(O)c4)c3N2)cc1OC (stereo not drawn) do in these assays?
Jurkat NFkB inh: -7; CXCR6 block: -4; 697 NFkB inh: 7; XBP1 UPR activ: 3; Mdm2 MdmX PPI: 6; Gli-Sufu antag: 3; EBI2 block: 9; CCR6 antag: 11; CHOP UPR activ: 1.5

How did CCOC(=O)c1cccc(NS(=O)(=O)Cc2ccccc2)c1 do in these assays?
Jurkat NFkB inh: 0; CXCR6 block: 6; 697 NFkB inh: -1; XBP1 UPR activ: -3; Mdm2 MdmX PPI: -5; Gli-Sufu antag: 1; EBI2 block: -5; CCR6 antag: 4; CHOP UPR activ: -0.9

Results for CCCNC(=O)Nc1ccccc1SC ?
Jurkat NFkB inh: -9; CXCR6 block: -2; 697 NFkB inh: 10; XBP1 UPR activ: 4; Mdm2 MdmX PPI: 3; Gli-Sufu antag: -2; EBI2 block: 3; CCR6 antag: 5; CHOP UPR activ: -0.2

Results for O=C1c2ccccc2S(=O)(=O)c2cc(C(=O)N(c3ccccn3)c3ccccn3)ccc21 ?
Jurkat NFkB inh: -7; CXCR6 block: -16; 697 NFkB inh: -8; XBP1 UPR activ: 3; Mdm2 MdmX PPI: 2; Gli-Sufu antag: 5; EBI2 block: -6; CCR6 antag: -15; CHOP UPR activ: -0.9

What do the screens show for `COc1cc(NC(=O)c2ccc(CNc3c(N4CCOCC4)c(=O)c3=O)cc2)cc(OC)c1`?
Jurkat NFkB inh: 7; CXCR6 block: -3; 697 NFkB inh: 14; XBP1 UPR activ: 1; Mdm2 MdmX PPI: 11; Gli-Sufu antag: 4; EBI2 block: -10; CCR6 antag: -1; CHOP UPR activ: 1.3

How did Cc1cc(C)n(-c2nc3ccccc3[nH]c2=O)n1 do in these assays?
Jurkat NFkB inh: -8; CXCR6 block: -15; 697 NFkB inh: 16; XBP1 UPR activ: -3; Mdm2 MdmX PPI: 15; Gli-Sufu antag: -8; EBI2 block: -4; CCR6 antag: 2; CHOP UPR activ: -0.2

What do the screens show for `COc1ccc(C(=O)NCc2nnc(SCC(=O)c3ccccc3)n2C)cc1`?
Jurkat NFkB inh: -12; CXCR6 block: -4; 697 NFkB inh: -5; XBP1 UPR activ: 1; Mdm2 MdmX PPI: 16; Gli-Sufu antag: 18; EBI2 block: 1; CCR6 antag: 1; CHOP UPR activ: -0.8

Results for O=C(NCc1cccs1)C(=O)NCC1OCCCN1S(=O)(=O)c1ccc(F)cc1 (stereo not drawn) ?
Jurkat NFkB inh: 6; CXCR6 block: -5; 697 NFkB inh: 8; XBP1 UPR activ: 4; Mdm2 MdmX PPI: -21; Gli-Sufu antag: 1; EBI2 block: -6; CCR6 antag: -1; CHOP UPR activ: 0.2

What do the screens show for `COc1ccccc1NC(=O)CN1CCCCCC1`?
Jurkat NFkB inh: 10; CXCR6 block: 6; 697 NFkB inh: 3; XBP1 UPR activ: -1; Mdm2 MdmX PPI: 0; Gli-Sufu antag: -6; EBI2 block: 1; CCR6 antag: 9; CHOP UPR activ: 0.7

What do the screens show for `CCc1ccccc1NC(=O)Nc1cccn(Cc2ccc(F)cc2)c1=O`?
Jurkat NFkB inh: 17; CXCR6 block: 4; 697 NFkB inh: 13; XBP1 UPR activ: 1; Mdm2 MdmX PPI: 7; Gli-Sufu antag: -5; EBI2 block: -1; CCR6 antag: 6; CHOP UPR activ: -1.4

Results for Cc1ccc2nc3c(c(Nc4ccc5c(c4)OCCO5)c2c1)CCC3 ?
Jurkat NFkB inh: -7; CXCR6 block: 4; 697 NFkB inh: -50; XBP1 UPR activ: -3; Mdm2 MdmX PPI: 56*; Gli-Sufu antag: 48; EBI2 block: -8; CCR6 antag: 13; CHOP UPR activ: -2.0

How did CCC1CCCCN1CCCNC(=O)C1CC(=O)N(CCc2ccccc2)C1 (stereo not drawn) do in these assays?
Jurkat NFkB inh: 0; CXCR6 block: -4; 697 NFkB inh: -14; XBP1 UPR activ: -1; Mdm2 MdmX PPI: 5; Gli-Sufu antag: -16; EBI2 block: 2; CCR6 antag: 15; CHOP UPR activ: 0.3

Results for Cc1ccc2nc(SCC3CCCCO3)[nH]c2c1 (stereo not drawn) ?
Jurkat NFkB inh: -108; CXCR6 block: 0; 697 NFkB inh: -202; XBP1 UPR activ: -4; Mdm2 MdmX PPI: -41; Gli-Sufu antag: -96; EBI2 block: 2; CCR6 antag: 8; CHOP UPR activ: -4.2

What do the screens show for `CC(C)(C)OC(=O)N1CCCC(C(=O)Nc2cccc(C(=O)NC3CC3)c2)C1` (stereo not drawn)?
CXCR6 block: -5; Gli-Sufu antag: -1; EBI2 block: -8; CCR6 antag: 9

How did Cc1ccc(NC(=O)C(=O)NCc2ccccn2)cc1 do in these assays?
Jurkat NFkB inh: -29; CXCR6 block: 0; 697 NFkB inh: -23; XBP1 UPR activ: 1; Mdm2 MdmX PPI: -20; Gli-Sufu antag: -23; EBI2 block: -4; CCR6 antag: 14; CHOP UPR activ: 5.4

How did CCC1CCCCN1C(=O)COC(=O)c1cc(=O)[nH]c2ccccc12 (stereo not drawn) do in these assays?
Jurkat NFkB inh: -16; CXCR6 block: -1; 697 NFkB inh: -9; XBP1 UPR activ: 4; Mdm2 MdmX PPI: -17; Gli-Sufu antag: -2; EBI2 block: -4; CCR6 antag: 3; CHOP UPR activ: 3.6

How did Cc1nc(NCCc2ccccc2)sc1C(=O)O do in these assays?
Jurkat NFkB inh: 4; CXCR6 block: 4; 697 NFkB inh: -15; XBP1 UPR activ: 0; Mdm2 MdmX PPI: -13; Gli-Sufu antag: -3; EBI2 block: -1; CCR6 antag: 16; CHOP UPR activ: 4.8

A stretch from further up, as a working copy:
How did CCC1CCCCN1CCCNC(=O)C1CC(=O)N(CCc2ccccc2)C1 (stereo not drawn) do in these assays?
Jurkat NFkB inh: 0; CXCR6 block: -4; 697 NFkB inh: -14; XBP1 UPR activ: -1; Mdm2 MdmX PPI: 5; Gli-Sufu antag: -16; EBI2 block: 2; CCR6 antag: 15; CHOP UPR activ: 0.3

Results for Cc1ccc2nc(SCC3CCCCO3)[nH]c2c1 (stereo not drawn) ?
Jurkat NFkB inh: -108; CXCR6 block: 0; 697 NFkB inh: -202; XBP1 UPR activ: -4; Mdm2 MdmX PPI: -41; Gli-Sufu antag: -96; EBI2 block: 2; CCR6 antag: 8; CHOP UPR activ: -4.2

What do the screens show for `CC(C)(C)OC(=O)N1CCCC(C(=O)Nc2cccc(C(=O)NC3CC3)c2)C1` (stereo not drawn)?
CXCR6 block: -5; Gli-Sufu antag: -1; EBI2 block: -8; CCR6 antag: 9

How did Cc1ccc(NC(=O)C(=O)NCc2ccccn2)cc1 do in these assays?
Jurkat NFkB inh: -29; CXCR6 block: 0; 697 NFkB inh: -23; XBP1 UPR activ: 1; Mdm2 MdmX PPI: -20; Gli-Sufu antag: -23; EBI2 block: -4; CCR6 antag: 14; CHOP UPR activ: 5.4
